RNase H inhibition – RNase H inhibition, HIV 1 Gag Pol polyprotein, FRET biochemical assay, screening (AID 372). 100,000 compounds, 0.77% hits. HIV-1 RT RNase H, FRET RNA/DNA substrate fluorescence; higher % means a stronger effect. inhibition, % at 10 µM, or IC50 in µM where a hit was titrated; in the data active means inhibition above about 50%
An asterisk follows results filed as active. Some of the compounds tested, so the mix of outcomes need not match the whole.

SMILES | RNase H inhibition
COC(=O)C1=C(C)NC2=C(C(=O)c3ccccc32)C1c1cccs1 (configuration not stated) | 2%
C/C(=N/NC(=O)c1cncc(Br)c1)c1ccc2ccccc2c1 | 4%
O=C1NC(=S)S/C1=C\C=C\c1ccc([N+](=O)[O-])o1 | 19%
Brc1ccc(-c2nc(-c3ccc(Oc4ccccc4)cc3)c(-c3ccc(Oc4ccccc4)cc3)[nH]2)cc1 | 6%
Cc1n(N)c2ccccc2[n+]1C | 4%

Compound activity (PubChem BioAssay)
